# Pf Dd2 growth = P. falciparum Dd2 growth inhibitors, primary screen, SYBR Green fluorescence, single dose replicates; 72 h; stronger effect = lower value; AID 1159554, 2015; activity change, % at 10 µM; 2.3% of 94,000 active; in the data active = activity change below about -80%; inconclusive = no clear call, values can overlap the other calls
# GASC1 inh = inhibitors of GASC-1 (KDM4C) histone demethylase, primary screen, biochemical, single concentration HTS; AID 720574, 2013; inhibition, % at 12.5 µM; GST-KDM4C 2-372, H3K9me3 peptide, LANCE TR-FRET; 0.15% of 96,000 active; Lysine-specific demethylase 4C (Homo sapiens), Q9H3R0;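 active = mean replicate inhibition above about 25%, with at least 55% of replicates also reaching it, limit read from the data, passing the limit was not always enough; inconclusive = only one of those two conditions met; inactive = neither condition met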
# Target sequence (Q9H3R0 2-372 limits assumed): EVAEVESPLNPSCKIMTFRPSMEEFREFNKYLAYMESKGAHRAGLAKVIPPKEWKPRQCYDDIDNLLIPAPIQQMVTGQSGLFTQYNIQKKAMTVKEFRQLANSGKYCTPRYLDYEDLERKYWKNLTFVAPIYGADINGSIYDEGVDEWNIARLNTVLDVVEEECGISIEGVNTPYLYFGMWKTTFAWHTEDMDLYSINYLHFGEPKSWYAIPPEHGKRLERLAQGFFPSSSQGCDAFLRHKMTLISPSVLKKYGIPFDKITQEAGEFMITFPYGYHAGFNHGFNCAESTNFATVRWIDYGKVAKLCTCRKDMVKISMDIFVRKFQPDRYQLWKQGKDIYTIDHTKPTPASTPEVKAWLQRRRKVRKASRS
#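 Test system – GST-tagged GASC-1 (JMJD2C) catalytic fragment, aa 2-372 · Medium – HEPES buffer, pH 7.5, plus ascorbate · Reagent – H3K9me3 peptide with Fe(II)/2OG · Compound – one test concentration per compound · Timing – 30 min reaction, 60 min detection, RT · Technique – TR-FRET with Eu antibody and ULight streptavidin, EDTA stop · Read-out basis – inhibition from TR-FRET ratio decrease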
# T cruzi growth = T. cruzi intracellular proliferation inhibitors, primary screen, cell-based, beta-gal Tulahuen parasites, NIH3T3 host, luminescence; 5.9% of 77,000 active; inhibition, % at 8.34 µM; T. cruzi beta-gal in NIH3T3, GalScreen luminescence, 90 h;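 active = mean inhibition above about 93%, with at least 55% of replicates each passing it, limit read from the data, passing the limit was not always enough; inconclusive = only one of those two conditions holds; inactive = neither condition holds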
# C diff growth = C. difficile growth inhibitors, primary screen, HTS | 0.25% of 86,000 active | growth activity, negative = inhibition, % at 16 µg/mL (by protocol) | AID 1259249, 2017 | Clostridium difficile clinical isolate growth, OD600, 24 h; stronger effect = lower value;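 active = mean growth activity at or below -80% and every replicate also at or below -80%; inconclusive = mean at or below -80% but some replicate above -80%; inactive = mean growth activity above -80%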;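 also: 0% = DMSO wells and -100% = levofloxacin 16 µg/mL wells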
# The depositor's hits bear a star; ? = inconclusive; . = no result given; & = joins results of further samples.
Structure	Pf Dd2 growth	GASC1 inh	T cruzi growth	C diff growth
O=C(C[C@@H]1CC[C@@H](NC(=O)Nc2cc(F)ccc2F)[C@H](CO)O1)NCc1ccccn1	11	-1.2	-24	.
COCC#Cc1cnc2c(c1)C(=O)N([C@@H](C)CO)C[C@@H](C)[C@H](CN(C)C(C)=O)O2	21	1.9	-4	-2
C[C@@H]1CN([C@H](C)CO)C(=O)c2cc(NC(=O)NC3CCCCC3)ccc2O[C@@H](C)CCCCO[C@@H]1CN(C)Cc1ccc(C(F)(F)F)cc1	-69	0.2	57	10
O=C(C[C@@H]1CC[C@H]2NC[C@@H](O)COC[C@@H]2O1)N1CCc2ccccc2C1	-4	-1.6	-24	1&-5
Cc1ccc(S(=O)(=O)Nc2ccc3c(c2)C(=O)N([C@H](C)CO)C[C@H](C)[C@@H](CN(C)S(=O)(=O)c2ccc(F)cc2)OCCCC[C@@H](C)O3)cc1	-27	-0.8	.	-6
COc1ccc(NC(=O)N(C)C[C@@H]2Oc3c(NC(=O)C4CCCCC4)cccc3C(=O)N([C@H](C)CO)C[C@@H]2C)cc1	5	-0.1	6	0
COC(=O)[C@@H]1[C@@H](CO)[C@@H]2Cn3c(ccc(-c4cncnc4)c3=O)[C@@H]2N1C(=O)C1CCC1	-5	0.2	52	-1
COc1ccc(-c2ccc3c(c2)[C@@H]2[C@@H](CCN2S(=O)(=O)c2ccccc2F)[C@H](CO)N3)cc1	-53	0.0	37	-8
O=C(CN1CCOCC1)N[C@H]1CC[C@H](CCNC(=O)Nc2cc(F)ccc2F)O[C@@H]1CO	8	1.3	-30	.
C[C@@H]1CN([C@@H](C)CO)C(=O)c2cc(NC(=O)c3ccncc3)ccc2O[C@H]1CN(C)C(=O)Nc1ccc2c(c1)OCO2	12	-0.5	14	.
Cc1ccccc1-c1ccc2c(c1)O[C@@H](CN(C)C(=O)Nc1ccc(C(F)(F)F)cc1)[C@@H](C)CN([C@H](C)CO)S2(=O)=O	-77	0.4	89	27
C[C@H]1CN([C@@H](C)CO)S(=O)(=O)c2ccc(C#CC3CC3)cc2O[C@@H]1CN(C)C(=O)c1cccnc1	-18	-0.4	5	-3

# (next part)
Structure	Pf Dd2 growth	GASC1 inh	T cruzi growth	C diff growth
Cc1cccc(S(=O)(=O)N2[C@@H]3Cn4c(cccc4=O)[C@H]2[C@@H](C(=O)N(C)C)[C@@H]3CO)c1	.	0.8	33	.
C[C@H](O)C#Cc1ccc2c(c1)O[C@H](CN(C)C(=O)c1ccncc1)[C@H](C)CN([C@@H](C)CO)S2(=O)=O	22	.	26	21
C[C@@H]1CN([C@@H](C)CO)C(=O)CCCn2cc(nn2)CO[C@@H]1CN(C)Cc1cccnc1	39	0.4	2	0
CCCC#Cc1cnc2c(c1)C(=O)N([C@H](C)CO)C[C@@H](C)[C@H](CN(C)Cc1cccnc1)O2	-28	-0.3	7	-1
COc1ccc2c3c(n(C)c2c1)[C@H](CO)N(Cc1ccncc1)CC31CCN(C(=O)C2CCCC2)CC1	?	2.9	.	-3
COc1cccc(NC(=O)N(C)C[C@H]2Oc3cc(C#Cc4ccc(F)cc4)ccc3S(=O)(=O)N([C@@H](C)CO)C[C@@H]2C)c1	-57	-4.1	?	3
C[C@H](CO)N1C[C@H](C)[C@@H](CN(C)C)Oc2cc(-c3cncnc3)ccc2S1(=O)=O	21	0.8	26	-2
C[C@H]1CN([C@@H](C)CO)C(=O)c2cc(C3=CCCCC3)cnc2O[C@H]1CN(C)Cc1ccccc1	-1	2.4	50	9
N#C[C@@H]1[C@H](c2ccc(C#CC3(O)CCCC3)cc2)[C@H](CO)N1C(=O)C1CCC1	-69	-4.5	90	11
Cc1ccc(S(=O)(=O)Nc2ccc3c(c2)C(=O)N([C@H](C)CO)C[C@H](C)[C@@H](CN(C)C(=O)NC(C)C)OCCCC[C@H](C)O3)cc1	-4	6.2	47	13
COc1ccc(S(=O)(=O)N[C@H]2CC[C@H](CCn3cc(-c4ccccc4F)nn3)O[C@H]2CO)cc1	-20	-3.1	-18	2
CCC(=O)N1CC2(CN(C(=O)Cc3ccccc3)C2)c2c(n(C)c3cc(OC)ccc23)[C@H]1CO	-68	-0.7	.	2

# Other compounds:
Structure	Pf Dd2 growth	GASC1 inh	T cruzi growth	C diff growth
CN1CCN(C(=O)C[C@@H]2CC[C@H]3[C@@H](COC[C@H](O)CN3C(=O)Cc3ccccc3)O2)CC1	3	-0.1	-33	40&-2
COC(=O)C[C@H]1CC[C@@H]2[C@H](COc3ccc(NC(=O)Nc4cccc(C#N)c4)cc3C(=O)N2C)O1	10	-2.8	-9	5
CN1C(=O)c2cc(NC(=O)Nc3ccccc3Cl)ccc2OC[C@@H]2O[C@H](CC(=O)O)CC[C@@H]21	13	-0.3	4	6
O=C([C@H]1[C@H](CO)[C@H]2Cn3c(ccc(C4=CCCC4)c3=O)[C@@H]1N2)N1CCCCC1	19	-1.2	72	0
Cc1ccc(S(=O)(=O)N(C)C[C@@H]2Oc3ncc(-c4cc5ccccc5o4)cc3C(=O)N([C@H](C)CO)C[C@@H]2C)cc1	-73	-7.4	117*	-2
O=C(C[C@H]1CC[C@@H]2[C@H](COC[C@@H](O)CN2S(=O)(=O)c2cccc(F)c2)O1)Nc1ccc(-c2ccccc2)cc1	-32	-1.9	96*	4
C[C@H](CO)N1C[C@H](C)[C@H](CN(C)S(=O)(=O)c2ccc(F)cc2)Oc2ncccc2C1=O	4	-1.3	68	-7
COc1ccccc1-c1ccc2n(c1=O)C[C@H]1[C@H](CO)[C@@H](C(=O)NC3CCC3)N(C(C)=O)[C@@H]21	6	5.1	12	1
CNC(=O)C[C@@H]1CC[C@H]2[C@@H](COc3ccc(NC(=O)NC4CCCC4)cc3C(=O)N2C)O1	2	-0.5	13	-4
CCCNC(=O)c1cc2c(c(-c3cccc(-c4cccc(OC)c4)c3)n1)[C@@H](CCO)N([S@](=O)C(C)(C)C)C2	-52	-0.8	71	.
C[C@@H]1CN([C@@H](C)CO)C(=O)c2c(c3ccccc3n2C)-c2ccccc2CO[C@H]1CN(C)C(=O)c1ccncc1	12	1.0	-22	-2
C[C@H](CO)N1C[C@H](C)[C@@H](CN(C)Cc2ccc(Cl)c(Cl)c2)Oc2c(NS(=O)(=O)c3ccc(F)cc3)cccc2C1=O	-12	3.8	102	7

# The last 2 entries of the section above come first, to join the parts:
Structure	Pf Dd2 growth	GASC1 inh	T cruzi growth	C diff growth
C[C@@H]1CN([C@@H](C)CO)C(=O)c2c(c3ccccc3n2C)-c2ccccc2CO[C@H]1CN(C)C(=O)c1ccncc1	12	1.0	-22	-2
C[C@H](CO)N1C[C@H](C)[C@@H](CN(C)Cc2ccc(Cl)c(Cl)c2)Oc2c(NS(=O)(=O)c3ccc(F)cc3)cccc2C1=O	-12	3.8	102	7
C[C@H](CO)N1C[C@H](C)[C@H](CN(C)C(=O)c2ccccn2)Oc2ncc(C#Cc3ccccn3)cc2C1=O	-4	-0.7	.	1
C[C@H]1CCCCO[C@H](CN(C)Cc2ccccc2)[C@@H](C)CN([C@@H](C)CO)C(=O)c2cc(NS(=O)(=O)c3ccccc3)ccc2O1	-12	0.0	45	.
N#C[C@H]1[C@H](c2ccccc2)[C@H](CO)N1S(=O)(=O)Cc1ccccc1	-21	2.1	61	-5
C[C@H](CO)N1C[C@H](C)[C@@H](CN(C)Cc2ccc3c(c2)OCO3)Oc2c(NS(=O)(=O)c3ccc(F)cc3)cccc2C1=O	1	.	-12	6
CO[C@@H]1CN(C)C(=O)c2cc(NC(=O)NC(C)C)ccc2OC[C@H](C)N(Cc2ccccn2)C[C@@H]1C	3	-1.0	25	.
O=C(NCCc1ccccc1)[C@H]1[C@H](CO)[C@H]2Cn3c(cccc3=O)[C@H]2N1Cc1ccncc1	0	2.4	21	2
COCC#Cc1ccc([C@H]2[C@@H](CO)N3CCCCN(S(=O)(=O)c4cccc(OC)c4)C[C@H]23)cc1	-63	-0.6	92	17
O=C(C1CCOCC1)N1CC(=O)N2[C@@H](CO)[C@H](c3ccc(Br)cc3)[C@@H]2C1	24	1.0	.	-5
COCC(=O)N1[C@H](CO)[C@@H]2c3ccccc3N(C(=O)Nc3ccccc3Cl)C[C@@H]21	5	-9.2	14	2
N#C[C@H]1[C@H](c2ccc(-c3ccccc3)cc2)[C@@H](CO)N1C(=O)Cc1ccccc1	4	-1.7	79	7
COc1ccc(S(=O)(=O)N(C)C[C@@H]2Oc3cc(-c4ccccc4OC)ccc3S(=O)(=O)N([C@@H](C)CO)C[C@H]2C)cc1	?	0.1	125*	7
COc1cccc(-c2ccc3c(c2)O[C@@H](CN(C)Cc2cncnc2)[C@@H](C)CN([C@@H](C)CO)S3(=O)=O)c1	-18	3.0	90	5

# Later entries:
Structure	Pf Dd2 growth	GASC1 inh	T cruzi growth	C diff growth
CC(C)C#Cc1ccc2c(c1)O[C@@H](CN(C)S(=O)(=O)c1cn(C)cn1)[C@@H](C)CN([C@@H](C)CO)S2(=O)=O	-18	0.0	.	3
COc1ccc(S(=O)(=O)N(C)C[C@@H]2Oc3ccc(NC(=O)Nc4ccc5c(c4)OCO5)cc3CC(=O)N([C@H](C)CO)C[C@@H]2C)cc1	-37	-1.7	-25	-5
O=C(Nc1ccc(F)cc1)N1C[C@@H]2[C@H](c3ccccc31)[C@H](CO)N2Cc1ccccc1	3	1.9	54	4
CC(=O)N1[C@@H](CO)[C@@H](c2ccccc2)[C@@H]1CN(CC1CCC1)C(=O)CN(C)C	-6	-1.7	98*	5
Cc1noc(C)c1S(=O)(=O)Nc1ccc2c(c1)C(=O)N([C@H](C)CO)C[C@H](C)[C@@H](CN(C)S(=O)(=O)c1ccccc1)OCCCC[C@@H](C)O2	-6	7.3	-11	-6
COc1ccc(S(=O)(=O)N(C)C[C@H]2Oc3ccc(NC(=O)Nc4ccc(F)cc4)cc3C(=O)N([C@@H](C)CO)C[C@@H]2C)cc1	-23	-0.1	-18	.
CNC[C@H]1Oc2ccc(NC(=O)c3ccncc3)cc2CC(=O)N([C@H](C)CO)C[C@@H]1C	24	0.1	-10	-5
Cc1noc(C)c1S(=O)(=O)Nc1cccc2c1O[C@H](CN(C)Cc1ccc(C(=O)O)cc1)[C@H](C)CN([C@H](C)CO)C2=O	11	-0.1	16	-2
C[C@@H]1CN([C@H](C)CO)C(=O)c2cc(C3=CCCCC3)cnc2O[C@H]1CN(C)C(=O)c1ccc2c(c1)OCO2	28	-0.3	41	3
CN1C(=O)c2cc(NC(=O)Nc3ccccc3Cl)ccc2OC[C@H]2O[C@@H](CC(=O)O)CC[C@H]21	9	1.1	15	10
CC(C)NC(=O)N(C)C[C@@H]1OCCCC[C@@H](C)Oc2ccc(NC(=O)Nc3ccccc3)cc2C(=O)N([C@@H](C)CO)C[C@H]1C	4	-0.2	18	11
Cc1noc(C)c1S(=O)(=O)Nc1ccc2c(c1)C(=O)N([C@@H](C)CO)C[C@@H](C)[C@@H](CN(C)C(=O)Nc1ccc3c(c1)OCO3)OCCCC[C@@H](C)O2	-65	-0.6	45	1

# Retrieved by compound from above (three):
Structure	Pf Dd2 growth	GASC1 inh	T cruzi growth	C diff growth
C[C@@H]1CN([C@@H](C)CO)C(=O)CCCn2cc(nn2)CO[C@@H]1CN(C)Cc1cccnc1	39	0.4	2	0
Cc1ccc(S(=O)(=O)Nc2ccc3c(c2)C(=O)N([C@H](C)CO)C[C@H](C)[C@@H](CN(C)S(=O)(=O)c2ccc(F)cc2)OCCCC[C@@H](C)O3)cc1	-27	-0.8	.	-6
C[C@@H]1CN([C@H](C)CO)C(=O)c2cc(C3=CCCCC3)cnc2O[C@H]1CN(C)C(=O)c1ccc2c(c1)OCO2	28	-0.3	41	3

# Further results.
Structure	Pf Dd2 growth	GASC1 inh	T cruzi growth	C diff growth
Cc1ccc(S(=O)(=O)N(C)C[C@@H]2Oc3c(NC(=O)c4cnccn4)cccc3C(=O)N([C@H](C)CO)C[C@H]2C)cc1	-57	-0.3	71	-3
C[C@@H]1CN([C@H](C)CO)C(=O)c2c(c3ccccc3n2C)-c2ccccc2CO[C@@H]1CN(C)C(=O)c1ccccc1	-28	-3.0	3	.
CCCNC(=O)N1CC2(C1)[C@@H](c1ccccc1)[C@@H](CO)N2Cc1cccc(F)c1	-52	0.8	.	0
COCC(=O)NC[C@H]1[C@@H](c2ccc(C3=CCCC3)cc2)[C@@H](CO)N1C(=O)C1CC1	14	1.6	8	0
COc1ccccc1NC(=O)N[C@@H]1CC[C@@H](CC(=O)N2CCC(Cc3ccccc3)CC2)O[C@@H]1CO	0	0.4	.	-17
C[C@@H]1CN([C@@H](C)CO)C(=O)c2cc(NC(=O)Nc3ccccc3)ccc2O[C@@H]1CN(C)Cc1ccccc1	-2	3.0	50	16
